From PubChem
WT yeast gro inh: growth inhibition of WT strain, primary screen, mitochondrial fusion inhibitor project, WT and mutant strains, chemical genetic | mitochondrial fusion phenotypic screen | inhibition, % at 10 µM | 190,000 tested, 2.1% active | AID 1362, 2008; in the data active = inhibition above about 58%; tested in S. cerevisiae
AID2073: inhibitors of Mint1-CaV2.2 protein interaction, biochemical, HTRF (AID 2073); 290,000 tested, 0.19% active; Voltage-dependent N-type calcium channel subunit alpha-1B (Homo sapiens); HTRF protein-protein interaction, Mint1-CaV2.2; higher % means a stronger effect; inhibition, % at 20 µM; hits with a dose series show IC50 in µM; in the data active = inhibition mostly above about 51%, no sharp cut-off; inconclusive = no clear call, values can overlap the other calls; inactive = mostly below about 53%; note: some results filed as inactive read as strong as hits
Dynein transport: inhibitors of GR-EGFP nuclear translocation, primary screen, dynein cargo transport inhibitor project, imaging, high-content, 3617.4 mouse cells | test concentration mostly 20 µM; stimulated with dexamethasone, 1 µM; hits give low values | z-score, hits read low | 220,000 tested, 0.47% active | AID 1381, 2008;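 active = plate z-score of nuclear minus cytoplasmic receptor signal below a set negative limit, without overly bright fluorescence or cell loss, cut at about -3.5 in these data, passing the limit was not always enough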;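 note: z-score of nuclear minus cytoplasmic ring GR-EGFP intensity difference per well; some compounds called inactive have numbers as strong as hits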
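Buffer or medium: tet-free, stripped-serum medium; reagent: dexamethasone at 1.0 µM final, 30 min; incubation: 48 h induction, 1 h compound, 30 min dex at 37 °C; measured by: formaldehyde fixation, Hoechst nuclear stain, 10x automated fluorescence imaging; read-out: nuclear-to-cytoplasmic GR-EGFP distribution per well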
Autophagy HCS: autophagy modulators in MEF cells, primary screen, imaging, high-content, MEF GFP-LC3 | MEF GFP-LC3 puncta imaging; test concentration mostly 10 µM | calls only at 10 µM (by protocol) | 190,000 tested, 0.98% active;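 active = percentage of spot-positive cells more than 3 SD above its plate mean, without a fluorescence outlier flag or 80% toxicity; inconclusive = no clear call, values can overlap the other calls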;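 note: spot-positive cell cutoff set from DMSO-treated cells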
HIV peptide binding: inhibitors of HIV fusion peptide binding, primary screen, biochemical, uHTS, fluorescence dequenching (AID 1986) | cell-free peptide binding, fluorescence dequenching, 30 min; higher % means a stronger effect | one-dose inhibition, % at 20 µM; IC50 in µM for titrated hits | 290,000 tested, 0.3% active; in the data active = inhibition mostly above about 52%, no sharp cut-off; inactive = mostly below about 76%; note: some results filed as inactive read as strong as hits
Ins promoter up: insulin promoter activators in MIN6 cells, imaging, high-content screening, mouse beta cells; MIN6 insulin promoter-GFP reporter; hits give high values; z-score at 5 µM; 190,000 tested, 0.3% active; AID 1625, 2009;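 active = z-score above 3 at 5 µM with at least 500 cells counted in the well; inconclusive = wells under 500 cells, flagged as cytotoxic or low count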
MT stabilize HCS: microtubule stabilizers in HeLa cells, primary screen, imaging, high-content imaging; % tubulin-high responders, % at 10 µM; HeLa tubulin immunostaining HCS, 24 h; share of cells brighter than vehicle mean+2SD; 200,000 tested, 0.83% active; AID 2205, 2009;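 active = plate Z-score above 3 for both tubulin-high and condensed-nucleus cell shares, with cell loss under 80%, at 10 µM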;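 note: anti alpha tubulin signal scored within the nucleus-defined area of each cell; some results filed as inactive read as strong as hits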
bCat nuc transl: modulators of beta-catenin nuclear translocation, primary screen, imaging, HeLa cells, immunofluorescence, high-content; 190,000 tested, 0.3% active; AID 1665, 2009; nuclear translocation activity, % at 5 µM;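 active = nuclear translocation activity above 50% at 5 µM, with a well cell count of 50 or more; inconclusive = wells under 50 cells across six images, flagged as toxic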;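 note: per-cell ratio of nuclear to cytoplasmic median beta-catenin stain intensity; plate controls were DMSO negative control for no effect and GSK-3 inhibitor IX positive control for full effect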
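System: HeLa cells, endogenous beta-catenin; compound dosing: 5 µM primary single dose, 0.1% DMSO, 0.02–20 µM confirmation series; incubation: 24 h compound exposure at 37°C, 5% CO2; signal: beta-catenin immunofluorescence imaging with DAPI; evaluation: % activation, nuclear-to-cytoplasmic median beta-catenin signal ratio per cell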
Yfh1-off respiration: enhancers of respiration in Yfh1-depleted yeast, dose response, Friedreich's ataxia, plus single-dose screen (AID 1465); S. cerevisiae Yfh1-off respiration, WST-1 reduction, 72 h; higher fold induction means a stronger effect; one-dose fold induction at 50 µM; EC50 in µM for titrated hits; 220,000 tested, 0.074% active;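 active = fold induction of absorbance versus untreated yeast above a set limit, then at least 30% activation at any dose in follow-up; inconclusive = repeats straddling the limit, or above it without dose testing; inactive = fold induction below the set limit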;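 note: activators that raise dye reduction in frataxin-depleted yeast; strong numbers were not always called active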
WT yeast gro inh mutant strain: recorded beside WT yeast gro inh, whose call it bears; inhibition, %; mitochondrial fusion phenotypic screen, mutant strain inhibition
Dynein transport cytoplasmic EGFP: further read-out of Dynein transport, marked with its call; z-score; measured here: cytoplasmic GR-EGFP intensity; hits give high values
Dynein transport nuclear GR-EGFP: second read-out of Dynein transport, no call of its own (marks repeat the call); z-score; measured here: nuclear GR-EGFP intensity;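 lower value marks the stronger effect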
Dynein transport cell count: further read-out of Dynein transport, marked with its call; z-score; measured here: cell count per field
Ins promoter up cell count: recorded beside Ins promoter up, whose call it bears; cell count; measured here: cytotoxicity, nuclei count;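 total cells summed across four imaged fields per well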
bCat nuc transl cell count 5 µM: also measured in bCat nuc transl; calls as there; cell count; measured here: cell count, cytotoxicity flag
MT stabilize HCS Hoechst-high %: second read-out of MT stabilize HCS, no call of its own (marks repeat the call); % Hoechst-high responders; measured here: nuclear condensation Hoechst responders;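 share of cells brighter than vehicle mean plus two SD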
MT stabilize HCS cytotoxicity %: recorded beside MT stabilize HCS, whose call it bears; toxicity, %; measured here: cytotoxicity by cell density;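 0% = mean cell density of plate MIN control wells and 100% = no cells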
Autophagy HCS cell loss 18 h: also measured in Autophagy HCS; calls as there; toxicity, %; measured here: cell loss, nuclei count;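 cell loss after 18 h compound exposure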
An asterisk follows results filed as active; i = inactive; ? = inconclusive; nt = not tested or not shown.

SMILES	WT yeast gro inh	WT yeast gro inh mutant strain	AID2073	Dynein transport	Dynein transport cytoplasmic EGFP	Dynein transport nuclear GR-EGFP	Dynein transport cell count	Autophagy HCS	Autophagy HCS cell loss 18 h	HIV peptide binding	Ins promoter up	Ins promoter up cell count	MT stabilize HCS	MT stabilize HCS Hoechst-high %	MT stabilize HCS cytotoxicity %	bCat nuc transl	bCat nuc transl cell count 5 µM	Yfh1-off respiration
COC(=O)c1cc2ccsc2n1Cc1cccc(F)c1	22	30	5%	-0.41	-0.31	-0.67	1	i	-9	1.9%	0.07	1319	3.0	2.8	6.5	nt	nt	i
O=C(Nc1nccs1)c1ccc(S(=O)(=O)c2ccccc2)cc1	-3	0	21%	1.4	0.25	1.2	-1	i	12	-0.6%	-0.9	1186	2.8	1.4	4.3	-0.4	1241	i
Cc1cc(C)c2c(N=NN(C)C)[nH]nc2n1	8	5	-1%	-0.8	-0.23	-0.76	1.1	i	0	-3.1%	nt	nt	1.6	0.9	7.0	nt	nt	i
C/C(=N\NC(=O)c1c(Br)c(C)nn1C)c1cccc(NC(=O)c2ccccc2C)c1	0	-1	-6%	0.47	-0.14	0.38	0.13	i	17	3.7%	-0.78	1234	1.7	1.7	0.6	-0.2	967	i
COc1ccc(N2C(=O)CC(N3CCC(O)(c4ccc(Cl)cc4)CC3)C2=O)cc1 (stereo not drawn)	30	4	-4%	2.1	-0.099	1.1	-0.93	i	23	-0.3%	-0.6	824	3.3	1.5	6.2	3.8	1189	i
COc1ccc(-n2nnnc2-c2cnc3cc4c(cc3c2C)OCO4)cc1	-15	11	4%	0.72	-0.19	0.88	-0.16	i	-11	-1.7%	0.49	1610	2.4	1.6	7.7	1.5	1377	i
COc1ccc(Nc2nnc(SCC(=O)NC(=O)Nc3ccc4c(c3)OCCO4)s2)cc1	6	0	22%	2.9	-0.23	2.4	-2.3	i	8	0.6%	-0.12	1371	6.2	1.1	10	-3.0	1047	i
Cc1cccc(C(=O)N/N=C/c2cc(Br)c(Br)o2)c1	38	26	-2%	-0.36	-0.21	-0.52	0.14	i	-15	1.3%	-0.29	1282	11*	18*	20*	nt	nt	i
CCOCCn1c(N2CCN(c3ccccc3)CC2)nc2c1c(=O)[nH]c(=O)n2C	-1	9	-5%	0.86	-0.29	0.44	-0.8	i	8	-1.3%	1	1726	3.4	2.9	1.2	-1.2	1476	i
Cc1nc(CSc2nnc(N)s2)cs1	-4	0	17%	-0.22	-0.29	-0.023	-0.074	i	-4	-2.2%	nt	nt	2.7	3.0	8.1	1.0	1060	i
N#Cc1cnc(Nc2nc3ccccc3o2)nc1-c1ccccc1	8	25	0%	2.3	0.011	1.6	-0.99	i	12	-1.2%	0.68	1260	2.4	2.2	4.9	nt	nt	i
CC(=O)c1c(COC(=O)c2cccnc2)nc2ccccc2[n+]1[O-]	5	6	5%	2.9	-0.029	2.2	-2.5	i	-4	0.5%	-0.39	1120	4.2	1.5	1.3	-1.8	1108	i
Brc1ccc(-c2nn3c(Cc4ccccc4)nnc3s2)o1	20	22	3%	-0.68	0.13	-0.17	0.64	i	43	-0.9%	0.55	1312	1.6	1.5	9.5	-2.8	931	i
O=C(N/C(=C\c1ccc(Br)cc1)C(=O)N1CCCC1)c1cccs1	5	0	-2%	-0.32	-0.22	-0.035	0.37	i	-36	-1.3%	0.08	1288	1.6	1.3	10	-1.2	1226	i
O=C(Nc1ccc(N2CCN(C(=O)c3ccc(Cl)cc3)CC2)cc1)c1ccc2c(c1)OCCO2	57	32	-9%	2.2	-0.2	1.6	-0.76	i	-12	1.1%	-0.06	908	2.5	1.6	8.3	nt	nt	i
Oc1ccccc1C1=NCCNC(C(F)(F)F)=C1	-6	-6	2%	0.82	-0.24	0.4	0.27	i	-20	-0.6%	-0.44	1480	3.3	1.1	2.2	0.1	1511	i
Cc1ccc2cc(C)c3nnc(SCC(=O)Nc4nc5c(s4)CCCC5)n3c2c1	-25	-24	11%	-0.27	-0.25	0.19	0.84	i	4	-1.4%	-0.47	1131	1.6	3.1	13	-2.5	965	i
COC(=O)C1CCN(CC(=O)Nc2ccc(OC)c(Cl)c2)CC1	-2	-13	-6%	-0.31	-0.12	-0.37	0.12	i	-14	-2.1%	nt	nt	2.3	2.1	9.0	0.7	1003	i
CN(CC(=O)Nc1ccc(F)cc1)C(=O)COc1ncnc2ccccc12	nt	nt	-8%	-0.057	-0.29	-0.33	0.74	nt	nt	-1.7%	0.59	984	nt	nt	nt	-1.8	1349	i
Cc1ccc(C(=O)CC2(O)C(=O)N(C)c3ccccc32)s1 (stereo not drawn)	-5	9	-1%	-0.1	-0.17	-0.41	0.16	i	14	-1.3%	nt	nt	2.2	2.7	7.3	-0.1	1550	i
COc1ccc(N2CCN(C3=CC(=O)N(c4cccc(Cl)c4)C3=O)CC2)cc1	12	7	-4%	-0.49	-0.14	-0.61	-0.26	i	-13	1.0%	0.09	1276	1.8	1.9	4.0	1.9	1062	i
COc1ccc(-c2cc(=O)oc3cc(OC(=O)C4CCCCC4)ccc23)cc1	31	-19	6%	1.4	-0.25	0.98	-0.7	i	13	-0.8%	-0.59	1201	3.3	1.2	0.8	-0.8	730	i
CN(C)S(=O)(=O)c1ccc(S(=O)(=O)N2CCN(CCC#N)CC2)cc1	-2	1	15%	-0.46	-0.17	0.038	0.57	i	-8	0.0%	nt	nt	1.8	1.5	6.5	0.6	1145	i
COc1cc(CCC(=O)OCC(=O)Nc2ccc(C(N)=O)cc2)cc(OC)c1OC	-12	3	-5%	0.6	-0.21	0.57	0.04	i	-3	-0.4%	1	1074	3.3	3.2	7.7	1.4	1062	i
c1ccc(-c2cc(-c3nc(-c4ccccn4)no3)c3ccccc3n2)cc1	nt	nt	nt	0.13	-0.24	0.13	0.19	i	0	nt	nt	nt	1.4	1.2	5.3	nt	nt	i
(listing goes on)
SMILES	WT yeast gro inh	WT yeast gro inh mutant strain	AID2073	Dynein transport	Dynein transport cytoplasmic EGFP	Dynein transport nuclear GR-EGFP	Dynein transport cell count	Autophagy HCS	Autophagy HCS cell loss 18 h	HIV peptide binding	Ins promoter up	Ins promoter up cell count	MT stabilize HCS	MT stabilize HCS Hoechst-high %	MT stabilize HCS cytotoxicity %	bCat nuc transl	bCat nuc transl cell count 5 µM	Yfh1-off respiration
CC(C)C(NC(=O)OC(C)(C)C)C(=O)N1CCCC1C(=O)NC(Cc1ccccc1)C(N)=O (stereo not drawn)	-21	19	2%	0.38	-0.022	0.64	-2.1	i	-3	-0.2%	nt	nt	4.0	5.0	3.3	nt	nt	i
COc1ccc(OC)c(/C=N/NC(=O)c2cc3c(OC)cc(OC)cc3[nH]2)c1	nt	nt	17%	0.41	-0.11	-0.021	-0.39	nt	nt	-2.8%	0.44	906	nt	nt	nt	-0.8	1330	i
CC(=O)Nc1ccc(/C=N/N2C(=O)NC(C)(c3ccc(OC(F)F)cc3)C2=O)cc1 (stereo not drawn)	-2	9	-4%	0.33	-0.37	-0.12	-0.19	i	-4	-1.2%	0.64	1171	6.6	0.5	7.3	-0.2	1022	i
COc1ccc(-n2nnc3c(SCC(=O)Nc4ccccc4F)ncnc32)cc1	-15	-13	26%	-0.54	-0.36	-0.13	0.73	i	12	1.7%	-0.45	1575	3.6	1.5	6.0	-2.0	1136	i
COc1ccc(CN2CCOCCOCCOCC2)cc1	nt	nt	-5%	0.21	-0.25	-0.31	0.34	nt	nt	-0.2%	-1.3	1095	nt	nt	nt	0.4	1295	i
CCOC(=O)c1ccccc1NC(=O)CSc1nccn1C	10	5	-1%	2	-0.031	0.72	-2.3	i	4	0.3%	-0.33	1265	4.8	1.3	9.7	2.2	1186	i
COc1cccc(C(=O)CN(C(=O)c2ccc(Cl)cc2Cl)N2C(=O)c3ccccc3C2=O)c1	-9	4	10%	0.58	-0.26	0.87	-0.41	i	3	0.5%	0.68	1291	1.2	1.7	4.2	-1.0	1124	i
O=C(NCCCN1CCOCC1)C1Cc2c(ccc3ccccc23)O1 (stereo not drawn)	-6	-11	6%	0.58	-0.23	-0.057	0.36	i	18	-0.9%	0.7	1193	2.0	1.2	6.8	2.3	1044	i
CCOc1ccc(NC(=O)c2cc3cc4ccc(C)cc4nc3o2)cc1	-3	25	?	0.17	-0.34	-0.011	0.35	i	7	-0.9%	0.22	1236	5.0	2.6	0.5	nt	nt	i
Nc1c(C(=O)NCC2CCCO2)sc(=S)n1-c1ccccc1 (stereo not drawn)	-14	8	20%	-0.31	-0.19	-0.25	0.22	i	1	-2.8%	0	1039	1.9	1.3	5.8	-3.7	1138	i
CC1CCN(S(=O)(=O)N2CCC(C(=O)N3CCC(N(C)CC4CCCO4)CC3)CC2)CC1 (stereo not drawn)	3	2	-6%	-0.18	0.008	0.22	-0.4	i	4	9.0%	0.1	1013	5.6	2.0	0.9	nt	nt	i
FC(F)(F)COc1ccc(-n2ccnc2)nn1	10	4	-3%	-1	-0.0029	-0.44	0.83	i	-3	-0.7%	0.55	1293	1.7	0.7	4.3	0.1	1065	i

The order is random; overall some 4.2% were active at least once.
